Screens from PubChem BioAssay.
14-3-3g Raf = 14-3-3 gamma protein interaction modulation; P61981; FP, 14-3-3gamma / TMR-pS259-Raf peptide binding; inhibition, % at 40 µM; hit rate 0.19% among 160,000; in the data active = inhibition above about 30%;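 also: 0% = protein plus tracer without compound and 100% = blank with tracer alone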
Target sequence (P61981 whole entry, looked up): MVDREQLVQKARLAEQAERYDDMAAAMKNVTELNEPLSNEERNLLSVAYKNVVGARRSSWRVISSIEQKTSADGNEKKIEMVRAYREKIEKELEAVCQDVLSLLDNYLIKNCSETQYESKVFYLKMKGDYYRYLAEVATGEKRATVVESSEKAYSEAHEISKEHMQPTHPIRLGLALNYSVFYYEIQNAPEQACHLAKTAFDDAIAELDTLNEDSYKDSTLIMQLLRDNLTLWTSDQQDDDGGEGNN
* = called active by the depositor; & = joins results of further samples. A portion of the library; the hit share may differ from the screen's.

SMILES | 14-3-3g Raf
CCOC(=O)Nc1ccc(C(=O)NCC2CCCO2)cc1 (stereo not drawn) | 9
CCOC(=O)c1ccc(S(N)(=O)=O)o1 | -2
COc1ccc(N2C(=O)C(N3C(=O)c4ccc([N+](=O)[O-])cc4C3=O)C2c2ccc(F)cc2)cc1Cl (stereo not drawn) | -1
COc1ccc(CNC(=O)c2nnn(Cc3ccc(OC)cc3)c2N)cc1 | -4
CCOC(=O)Cn1nc(C(F)(F)F)c(Cl)c1C | 8
CCCCN(CC)C(=O)c1cc2c(=O)n3cccc(C)c3nc2s1 | -2
O=c1nc2s/c(=C\c3ccco3)c(=O)n2nc1Cc1ccccc1 | -4
Cc1nc2sc(C(c3cccs3)N3CCOCC3)c(O)n2n1 (stereo not drawn) | -7&3
Cc1nn(C)c(C)c1S(=O)(=O)N1CCCC(C(=O)NCCc2ccc(Cl)cc2)C1 (stereo not drawn) | -1
Cc1cc2ccccc2c(=O)n1CC(=O)N1CCCCC1 | 2
CC(=O)Nc1ccc(-c2c(C(=O)Nc3ccc(C)cc3C)c(C)nc3sc(C(=O)Nc4ccc(F)cc4)c(N)c23)cc1 | -62
COc1ccc(-c2cc(C(=O)NCCN3CCOCC3)c3ccccc3n2)cc1 | -14
CCOC(=O)c1sc(NC(=O)c2ccc(OCC)cc2)nc1-c1ccccc1 | -3
Cc1cccc(-c2nnc(NC(=O)c3cccc(C(F)(F)F)c3)s2)c1 | -2
CSc1ccccc1NS(=O)(=O)c1ccccc1 | -8
CN(Cc1ccccc1)C(=O)CN(C1CCCCC1)S(C)(=O)=O | 3
O=C(CSc1ncnc2sc3c(c12)CCCC3)N1CCOCC1 | -8
Cc1ccccc1-n1c(=O)c2ccccc2n2c(=O)[nH]nc12 | -4&13
COc1ccc(C)cc1NC(=O)COCC(=O)O | -6
Cc1cc(Cl)ccc1OCC(=O)N1N=C(C(F)F)CC1(O)C(F)F (stereo not drawn) | -7

A draw from above in order of formula weight, low to high.
SMILES | 14-3-3g Raf
CCOC(=O)c1ccc(S(N)(=O)=O)o1 | -2
Cc1ccccc1-n1c(=O)c2ccccc2n2c(=O)[nH]nc12 | -4&13
Cc1cc(Cl)ccc1OCC(=O)N1N=C(C(F)F)CC1(O)C(F)F (stereo not drawn) | -7

The results go on.
SMILES | 14-3-3g Raf
NC(=O)c1nn2c(c1Br)NC(c1ccc(Br)o1)CC2C(F)(F)F (stereo not drawn) | -63
CC1CC2(C)Oc3ccccc3C3OCC1(CO)C(C)C32 (stereo not drawn) | -3&-1
COc1ccc(C2(NC(C)=O)CCN(C(=O)c3ccco3)CC2)cc1 | 4
CC(=O)Nc1ccc(NS(=O)(=O)Cc2ccccc2)cc1 | 3
COc1cc(C2NC(=S)NC(C)=C2C(=O)Nc2ccc(C)cc2C)cc(OC)c1OC (stereo not drawn) | 6
CCOc1ccc(NC(=O)CCc2nc(-c3ccccc3F)no2)cc1 | -4
CN1CCN(C(=O)c2ccc(NS(=O)(=O)c3ccccc3)cc2)CC1 | -1
CCOCCCn1c(SCC(=O)NC(C)C)nc2ccccc2c1=O | 2
COC(=O)c1ccccc1NC(=O)CN(C1CCCCC1)S(C)(=O)=O | 3
COC(=O)CNC(=O)CNC(=O)Nc1ccccc1 | -3

By substructure: the compounds so far with fluorine (7)
SMILES | 14-3-3g Raf
COc1ccc(N2C(=O)C(N3C(=O)c4ccc([N+](=O)[O-])cc4C3=O)C2c2ccc(F)cc2)cc1Cl (stereo not drawn) | -1
CCOC(=O)Cn1nc(C(F)(F)F)c(Cl)c1C | 8
CC(=O)Nc1ccc(-c2c(C(=O)Nc3ccc(C)cc3C)c(C)nc3sc(C(=O)Nc4ccc(F)cc4)c(N)c23)cc1 | -62
Cc1cccc(-c2nnc(NC(=O)c3cccc(C(F)(F)F)c3)s2)c1 | -2
Cc1cc(Cl)ccc1OCC(=O)N1N=C(C(F)F)CC1(O)C(F)F (stereo not drawn) | -7
NC(=O)c1nn2c(c1Br)NC(c1ccc(Br)o1)CC2C(F)(F)F (stereo not drawn) | -63
CCOc1ccc(NC(=O)CCc2nc(-c3ccccc3F)no2)cc1 | -4

(cont.)
SMILES | 14-3-3g Raf
COc1ccc(C2=CC(c3cccc(C)c3)n3nnnc3N2)cc1 (stereo not drawn) | 3
CCOC(=O)c1cc(C)n(CCc2c[nH]c3ccccc23)c1C | -5
COC(=O)C1=C(C)NC2=C(C(=O)CC(c3cccs3)C2)C1c1cc(OC)ccc1OC (stereo not drawn) | 7
c1ccc2c(c1)oc1c(N3CCN(Cc4ccc5c(c4)OCO5)CC3)ncnc12 | -12
CC1CCCC(NC(=O)CCn2c(=S)[nH]c3ccsc3c2=O)C1C (stereo not drawn) | 3
CCOC(=O)C1C(=O)OC(C)(C)C1C(C)C(=O)c1ccc(OC)cc1 (stereo not drawn) | 6
COc1ccccc1-n1c(SCC(=O)Nc2ccc3c(c2)OCO3)nc2c(c1=O)SCC2 | -4&-34
CCN(CC)S(=O)(=O)c1cccc(-c2nnc(SCCCC(=O)c3ccccc3)o2)c1 | -5
O=C(NCc1ccco1)c1noc2c1CCc1ccccc1-2 | -3
O=C(Nc1ncnc2c1ncn2C1OC(COC(=O)c2ccccc2)C(F)C1O)c1ccccc1 (stereo not drawn) | -8
Cc1cc(NC(=O)COc2ccc3oc4ccccc4c3c2)no1 | -3
O=c1cc(N2CCC3(CC2)OCCO3)[nH]c(=O)n1-c1ccc(Cl)cc1 | 2
COc1ccccc1N1C(=O)c2ccc(C(=O)Nc3ccc4ccccc4c3)cc2C1=O | -7
N#Cc1c(N)nc(SCC(=O)c2ccc(Br)cc2)c(C#N)c1-c1cccs1 | -33
COc1ccc(C(=O)Nc2c3c(nn2-c2ccccc2)CSC3)cc1OC | 5
Cc1c(Cl)cccc1NC(=O)CCN1CCN(CCO)CC1 | -9
Cc1ccc(N2C(=O)C3C(C2=O)C2C=CC3C23CC3)cc1Br (stereo not drawn) | 5
COc1ccc(NC(=O)CN(c2ccccc2OC)S(=O)(=O)c2ccc(C)cc2)cc1Cl | -12
Cc1ccc(CNS(=O)(=O)c2ccc(F)c(C(=O)Nc3ccc(F)cc3)c2)cc1 | 0
O=C1c2ccccc2C(=O)N1CCCCSc1nnc(-c2ccc(OC(F)F)cc2)o1 | -3
Cc1cc(OCC(=O)O)cc(C)c1Cl | -2
Cc1ccc(NC(=O)CN2C(=O)C(=O)c3ccccc32)cc1C | 1
COc1ccc(-n2c(C)cc(C(=O)COc3ccc(-n4cnnn4)cc3)c2C)cc1 | -12
Nc1ccc2oc(-c3ccccc3Cl)nc2c1 | -39&1
COC(=O)CSc1nc(N)cc(=O)[nH]1 | -7
Cn1c(=O)c(=O)n(C)c2cc(S(=O)(=O)NC3CCCC3)ccc21 | -4
Cc1cc(C(=O)CN2C(=O)NC(Cc3c[nH]c4ccccc34)C2=O)c(C)n1C (stereo not drawn) | -9
CCOC(=O)c1c(C)[nH]c(C)c1C(=O)COc1ccc(NC(=O)c2ccco2)cc1 | -16
CC1CC(C)(C)NC(=S)N1CC(=O)N1CCN(c2ccccc2F)CC1 (stereo not drawn) | 10
Cc1ccc2nc(CSc3nnc(-c4ccco4)o3)cc(=O)n2c1 | 0
CCOc1cccc2c1OC(c1cccc(Cl)c1)N1N=C(c3ccco3)CC21 (stereo not drawn) | -42
CC1=C(C(=O)Nc2cc(C)cc(C)c2)C(c2ccc(N(C)C)cc2)NC(=S)N1 (stereo not drawn) | 2
Cc1ccc(N2CC(C(=O)Nc3ccccc3C)CC2=O)cc1 (stereo not drawn) | -3
CCOc1ccc(N2C(=O)CCC2=O)cc1 | 2
CCCn1c(=S)[nH]c2cc(C(=O)N3CCc4ccccc43)ccc2c1=O | 2
N#CN=C(N)c1ccccc1 | 1
CCC(=O)N1CCc2cc(Br)cc(S(=O)(=O)CCC(=O)N3CCN(c4ccc(OC)cc4)CC3)c21 | 3
CC1CCN(C(=O)CSc2nnc(-c3ccco3)o2)CC1 | 1
Cc1cc(C)c(C#N)c(SCC(=O)N2CCN(Cc3ccccc3)CC2)n1 | -11
Cc1ccccc1C(=O)Nc1ccc2nc(N3CCN(C)CC3)cc(C)c2c1 | -32

Among those listed so far, these have a COOH group:
SMILES | 14-3-3g Raf
COc1ccc(C)cc1NC(=O)COCC(=O)O | -6
Cc1cc(OCC(=O)O)cc(C)c1Cl | -2

(more compounds)
SMILES | 14-3-3g Raf
Cc1ccccc1NC(=O)CCC(=O)OCC(=O)c1ccc(C)c([N+](=O)[O-])c1 | -8
O=C(CCn1nc(-c2ccccc2)ccc1=O)N1CCN(c2ccccn2)CC1 | 0
O=C1CCCc2c1cc(C(=O)Nc1cccc(F)c1)c(=O)n2-c1ccc(Cl)cc1 | 2
COc1ccc(S(=O)(=O)N2c3ccccc3CC2C)cc1OC (stereo not drawn) | -19
COc1cc(NC(=O)c2cc3nc(-c4ccc(C)cc4)cc(C(F)(F)F)n3n2)cc([N+](=O)[O-])c1 | -11
COc1ccc(CNC(=O)Cn2c(=S)[nH]c3ccccc3c2=O)cc1 | -8
CC(=O)C1C(c2ccccc2F)C(C#N)(C#N)C2C=Cc3ccccc3N12 (stereo not drawn) | -172
CN(c1nc2c(c(=O)n(C)c(=O)n2C)n1CC(=O)c1ccccc1)C1CCCCC1 | -5
Cn1c(=O)c2cn(-c3ccc(F)cc3)cc2n(C)c1=O | -12
Cc1ccccc1C(=O)Nc1sc2c(c1C(=O)NCc1ccco1)CCC2 | -17
CN(C(=O)CSc1ncccc1C(=O)Oc1ccccc1Cl)c1ccccc1 | 1
CN(C(=O)c1ccccn1)c1nnc(-c2cccnc2)s1 | -10
CC(C)(C)n1nnnc1C(c1cccnc1)N1CCN(C2CCCCC2)CC1 (stereo not drawn) | -6
CC(=O)c1ccc(N2CCN(C(=O)c3cc([N+](=O)[O-])ccc3F)CC2)c(F)c1 | 8
CCCOc1ccc(NC(=O)C2CC(=O)N(C)C(=Nc3ccc(C)c(Cl)c3)S2)cc1 (stereo not drawn) | -1
CCCCNC(=O)C1c2cc(OC)c(OC)cc2C(=O)N(C)C1c1ccccc1F (stereo not drawn) | 1
CCCCN1C(=O)C2C(c3ccc(OC)cc3O)NC(CC(C)C)(C(=O)O)C2C1=O (stereo not drawn) | -8
COC(=O)c1ccccc1NC(=O)N1CSC[C@H]1C(=O)OC | 3
O=C1CN(C(=O)COc2ccccc2)C(c2ccccc2)c2cc(Br)ccc2N1 (stereo not drawn) | -48
Cc1nc2sc(C(c3cccs3)N3CCC4(CC3)OCCO4)c(O)n2n1 (stereo not drawn) | -6
Cc1ccccc1Cn1c(CCNC(=O)Cc2ccccc2)nc2ccccc21 | 1
CC(C)CCNC(=O)c1ccc2c(c1)N(Cc1ccccc1)C(=O)CS2=O (stereo not drawn) | -1
CCOc1ccccc1NC(=O)CCS(=O)(=O)c1cccc2nonc12 | -5
CCC(C)NS(=O)(=O)N(C)C (stereo not drawn) | 0
CC1CCN(C(=O)c2ccc([N+](=O)[O-])cc2Cl)CC1 | -9
CCOC(=O)C1=C(C)N(c2ccc(Cl)cc2)C(C)=C(C(=O)OCC)C1c1cccc([N+](=O)[O-])c1 | 10
Cc1ccc(NC2=NC3(CCCC3)N=C(N)N2)cc1 | -1
CCCn1c(=NC(=O)c2ccccc2C)c(C(=O)OCC)cc2c(=O)n3ccccc3nc21 | -41
O=C(C(=O)c1cccs1)c1cccs1 | -10
Cc1ccc2[nH]c(=O)c(CN(Cc3ccco3)C(=O)c3cccs3)cc2c1 | 4
O=C(CCSc1ccccc1)NCCSc1ccccn1 | -2
O=C(Nc1ccccc1)c1cc2ccccc2c(C=Nc2ccc(Cl)cc2)c1O | 0
CCn1cnc2sc(C(=O)Nc3cccc(Cl)c3)c(C)c2c1=O | 0
CCOc1ncccc1C(=O)NCC1COc2ccccc2O1 (stereo not drawn) | -7
CCCS(=O)(=O)N1CCC(C(=O)N2CCCCC2)CC1 | 0
COc1ccccc1C(=O)NC1CCS(=O)(=O)C1 (stereo not drawn) | 3
CCc1c(C)c2cc(Cl)c(O)c(CN(C)C)c2oc1=O | 1
COC(=O)C(NC(=O)c1ccco1)(Nc1nc(C)cs1)C(F)(F)F (stereo not drawn) | -1
COc1ccc(C2=NN(C(=O)c3cc(OC)c(OC)c(OC)c3)C(c3ccccc3F)C2)cc1OC (stereo not drawn) | 10
COc1cc(OC)cc(C(=O)Nc2nc(-c3ccccn3)cs2)c1 | -7
COc1ccc(-n2c(=S)[nH]c3sc4c(c3c2=O)CCC(C(C)(C)C)C4)cc1 (stereo not drawn) | -24
CCSCCOC(=O)C1=C(C)NC2=C(C(=O)CCC2)C1c1cccc(F)c1 (stereo not drawn) | -4
N#Cc1nc(COc2ccc(F)cc2)oc1N1CCCCC1 | 1
O=C(COc1ccc(-n2cnnn2)cc1)NC(=O)NCc1ccccc1 | -5
COc1ccc(N2CCN(C(c3cccs3)C(C)NS(=O)(=O)c3ccccc3)CC2)cc1 (stereo not drawn) | -4
Cc1ccc(C)c(OCC(=O)Nc2ccc3c(c2)OCO3)c1 | -7
CCOC(=O)c1ccccc1NC(=O)CSc1nnc(COc2ccccc2C)n1C | 12
COc1ccc2c(c1)CCc1c(C(=O)NC3CCCC3)noc1-2 | -7
COCCOC(=O)C1=C(C)N=C2SCCC(=O)N2C1c1cc(Br)ccc1OC (stereo not drawn) | 7
COc1ccc(C(N)=O)cc1N1C(=O)CC(NC2CCN(Cc3ccccc3)CC2)C1=O (stereo not drawn) | -6

Single entries from the entries so far.
Value for Cc1ccccc1C(=O)Nc1ccc2nc(N3CCN(C)CC3)cc(C)c2c1 in 14-3-3g Raf: -32
Value for CCOc1ccc(N2C(=O)CCC2=O)cc1 in 14-3-3g Raf: 2
Value for COC(=O)c1ccccc1NC(=O)N1CSC[C@H]1C(=O)OC in 14-3-3g Raf: 3
Value for COc1cc(NC(=O)c2cc3nc(-c4ccc(C)cc4)cc(C(F)(F)F)n3n2)cc([N+](=O)[O-])c1 in 14-3-3g Raf: -11
Value for CN(Cc1ccccc1)C(=O)CN(C1CCCCC1)S(C)(=O)=O in 14-3-3g Raf: 3
Value for COc1ccc(C)cc1NC(=O)COCC(=O)O in 14-3-3g Raf: -6
